Bioassay records (PubChem BioAssay)
PRC2 inh = inhibitors of human EZH2/PRC2 methyltransferase; Q15910; PRC2 H3K27 methylation, DELFIA TRF, 1 h; inhibition, % at 12.5 µM; 57,000 tested, 0.35% active;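 active = mean inhibition of replicates at least 50% and every single replicate also reaching 50%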;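 also: dimethyl H3K27 on biotinylated H3 21-44 peptide detected by antibody; plate controls were median neutral control wells for no effect and median positive control wells for full effect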
Target sequence (Q15910 whole entry, looked up): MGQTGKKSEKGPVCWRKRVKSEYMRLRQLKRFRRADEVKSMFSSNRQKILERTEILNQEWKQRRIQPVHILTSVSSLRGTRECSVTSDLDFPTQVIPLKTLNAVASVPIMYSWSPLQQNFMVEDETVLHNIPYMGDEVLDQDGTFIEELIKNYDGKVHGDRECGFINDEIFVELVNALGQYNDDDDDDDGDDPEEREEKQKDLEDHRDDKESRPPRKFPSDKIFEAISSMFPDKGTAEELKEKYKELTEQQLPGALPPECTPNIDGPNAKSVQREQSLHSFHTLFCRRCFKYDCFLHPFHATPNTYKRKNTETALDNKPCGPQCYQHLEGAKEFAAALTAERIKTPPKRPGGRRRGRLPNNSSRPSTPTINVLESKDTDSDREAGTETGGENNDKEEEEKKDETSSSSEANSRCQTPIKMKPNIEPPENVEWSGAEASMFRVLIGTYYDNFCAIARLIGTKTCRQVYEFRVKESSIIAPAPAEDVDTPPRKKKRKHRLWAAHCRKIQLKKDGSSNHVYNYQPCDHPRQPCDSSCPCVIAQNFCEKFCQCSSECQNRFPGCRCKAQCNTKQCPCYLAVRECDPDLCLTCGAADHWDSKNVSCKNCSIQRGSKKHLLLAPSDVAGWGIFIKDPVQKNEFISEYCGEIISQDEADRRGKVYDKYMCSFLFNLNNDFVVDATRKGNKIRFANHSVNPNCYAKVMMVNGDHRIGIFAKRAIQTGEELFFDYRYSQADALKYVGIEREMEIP
IDH1 R132H inh = IDH1 R132H (human) inhibition | O75874 | IDH1 R132H reductase, diaphorase/resazurin fluorescence, 60 min | inhibition, % at 10 µM | 70,000 tested, 0.18% active; in the data active = inhibition above about 34%;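 also: 0% = DMSO and 100% = no enzyme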
* marks the source's active call; other numbers are inactive results; x = not tested or not shown; & = joins results of further samples.

The first 7 compounds, to show the layout:
SMILES	PRC2 inh	IDH1 R132H inh
Cc1ccc(S(=O)(=O)Nc2ccc3c(c2)C(=O)N([C@@H](C)CO)C[C@H](C)[C@H](CN(C)C(=O)NC(C)C)OCCCC[C@H](C)O3)cc1	x	-4.5
C[C@H]1CN([C@@H](C)CO)C(=O)c2cc(NS(C)(=O)=O)ccc2O[C@@H]1CN(C)S(=O)(=O)c1cccs1	x	-0.6
Cc1ccc(-c2nnc(SCC(=O)Nc3ccccc3C(C)(C)C)n2C)cc1	5	0.4
CCCNC(=O)C[C@H]1C[C@H]2c3cc(NC(=O)Nc4ccccc4)ccc3O[C@H]2[C@@H](CO)O1	-8	0.4
CO[C@H]1CC[C@@H]2CCOc3c(C#N)cccc3C(=O)N(C)CC3(CCCCC3)CC(=O)N(C)C[C@@H]1O2	-14	-0.1
CN(Cc1ccccc1)C(=O)[C@H](Cc1ccc2ccccc2c1)NC(=O)[C@@H]1C[C@@H](O)CN1C(=O)c1cn(C)c2ccccc12	1	-0.1
C[C@@H]1CN([C@H](C)CO)S(=O)(=O)c2ccc(C3=CCCC3)cc2O[C@H]1CN(C)C(=O)c1ccccn1	-8	1.2

Main list, previewed entries included:
SMILES	PRC2 inh	IDH1 R132H inh
Cc1ccc(S(=O)(=O)Nc2ccc3c(c2)C(=O)N([C@@H](C)CO)C[C@H](C)[C@H](CN(C)C(=O)NC(C)C)OCCCC[C@H](C)O3)cc1	x	-4.5
C[C@H]1CN([C@@H](C)CO)C(=O)c2cc(NS(C)(=O)=O)ccc2O[C@@H]1CN(C)S(=O)(=O)c1cccs1	x	-0.6
Cc1ccc(-c2nnc(SCC(=O)Nc3ccccc3C(C)(C)C)n2C)cc1	5	0.4
CCCNC(=O)C[C@H]1C[C@H]2c3cc(NC(=O)Nc4ccccc4)ccc3O[C@H]2[C@@H](CO)O1	-8	0.4
CO[C@H]1CC[C@@H]2CCOc3c(C#N)cccc3C(=O)N(C)CC3(CCCCC3)CC(=O)N(C)C[C@@H]1O2	-14	-0.1
CN(Cc1ccccc1)C(=O)[C@H](Cc1ccc2ccccc2c1)NC(=O)[C@@H]1C[C@@H](O)CN1C(=O)c1cn(C)c2ccccc12	1	-0.1
C[C@@H]1CN([C@H](C)CO)S(=O)(=O)c2ccc(C3=CCCC3)cc2O[C@H]1CN(C)C(=O)c1ccccn1	-8	1.2
Cc1ccc(-c2cnc3c(c2)C(=O)N([C@@H](C)CO)C[C@H](C)[C@H](CN(C)Cc2ccccc2F)O3)cc1	-3	0.0
O=C(N[C@@H]1CC[C@H](CC(=O)N2CCN(c3ccccc3)CC2)O[C@@H]1CO)c1ccncc1	30	0.1
CC(C)NC(=O)N(C)C[C@@H]1OCCCC[C@@H](C)Oc2ccc(NC(=O)Nc3ccc(F)cc3)cc2C(=O)N([C@H](C)CO)C[C@@H]1C	x	2.0
CC(C)CC#Cc1cnc2c(c1)C(=O)N([C@@H](C)CO)C[C@H](C)[C@@H](CN(C)C(=O)CC1CC1)O2	7	-0.1
Cc1cc(C(=O)Nc2cccc3c2O[C@@H](CN(C)S(=O)(=O)c2cn(C)cn2)[C@@H](C)CN([C@H](C)CO)C3=O)n(C)n1	x	-0.4
O=C(CCN1CCCCC1)N[C@H]1CC[C@H](CCNC(=O)c2cc(Cl)cc(Cl)c2)O[C@H]1CO	-4	0.2
Cc1noc(C)c1NC(=O)Nc1ccc2c(c1)C(=O)N([C@@H](C)CO)C[C@@H](C)[C@H](CN(C)C(=O)CCCN(C)C)OCCCC[C@@H](C)O2	x	2.9
C[C@H](NC(=O)C[C@@H]1C[C@H]2c3cc(NC(=O)C4CCC4)ccc3O[C@H]2[C@@H](CO)O1)c1ccccc1	3	-0.2
CC(C)(O)CC[C@@H](O)[C@](C)(O)[C@H]1CC[C@@]2(O)C3=CC(=O)[C@@H]4C[C@@H](O)[C@@H](O)C[C@]4(C)C3CC[C@]12C (stereo partly specified)	-2	0.1
C[C@H]1CN([C@@H](C)CO)S(=O)(=O)c2ccc(Br)cc2O[C@H]1CN(C)S(=O)(=O)c1ccccc1	-11&-12	0.2
C[C@@H]1CN([C@H](C)CO)C(=O)c2cccc(NC(=O)Nc3ccc(F)cc3)c2O[C@@H]1CN(C)C(=O)Nc1ccc2c(c1)OCO2	x	-0.2
Cc1ccccc1-c1ccc2c(c1)O[C@@H](CN(C)Cc1ccncc1)[C@@H](C)CN([C@H](C)CO)S2(=O)=O	16	8.9
Cc1nc(-c2ccccc2)sc1C(=O)C1C(=O)C(=O)N(CCCN2CCOCC2)C1c1cccs1 (stereo unspecified)	-2	-0.3
CCC(=O)N1C[C@H](C)[C@@H](OC)CN(C)C(=O)c2cc(NC(=O)COC)ccc2OC[C@H]1C	2	0.2
C[C@@H]1CN([C@@H](C)CO)C(=O)CCCn2nncc2CO[C@H]1CN(C)S(=O)(=O)c1ccc(Oc2ccccc2)cc1	-4	-3.8
CO[C@H]1CN(C)C(=O)c2ccc(NC(C)=O)cc2OC[C@@H](C)N(C(=O)CN2CCOCC2)C[C@@H]1C	0	0.1
C[C@H]1CN([C@@H](C)CO)S(=O)(=O)c2ccc(C#CC3CCCC3)cc2O[C@@H]1CN(C)C(=O)C1CC1	-5	2.3
Cc1cc(C)nc(NS(=O)(=O)c2ccc(NC(=O)c3ccc(C(=O)c4ccccc4)cc3)cc2)n1	7	-0.5
C[C@H]1CN([C@@H](C)CO)C(=O)c2cc(NC(=O)NC3CCCCC3)ccc2O[C@@H]1CN(C)C(=O)Nc1cccc2ccccc12	4	-0.7
CO[C@@H]1CN(C)C(=O)c2cc(NC(=O)C3CCOCC3)ccc2OC[C@H](C)N(C(=O)c2ccccc2)C[C@H]1C	15	0.0
O=C(Cn1cnc2scc(-c3ccccc3)c2c1=O)Nc1cc(Cl)cc(Cl)c1	-14	0.0
C[C@H]1CN([C@@H](C)CO)C(=O)c2cccc(NC(=O)c3ccncc3)c2O[C@@H]1CN(C)CC1CC1	1	-0.5
CC12CCC(C(=O)NCCN3CCOCC3)(OC1=O)C2(C)C (stereo unspecified)	-10	0.1

3 structures already listed, arranged by SMILES length, largest number first.
SMILES	PRC2 inh	IDH1 R132H inh
Cc1ccccc1-c1ccc2c(c1)O[C@@H](CN(C)Cc1ccncc1)[C@@H](C)CN([C@H](C)CO)S2(=O)=O	16	8.9
C[C@H]1CN([C@@H](C)CO)S(=O)(=O)c2ccc(Br)cc2O[C@H]1CN(C)S(=O)(=O)c1ccccc1	-11&-12	0.2
CC12CCC(C(=O)NCCN3CCOCC3)(OC1=O)C2(C)C (stereo unspecified)	-10	0.1

Next part:
SMILES	PRC2 inh	IDH1 R132H inh
CO[C@@H]1CN(C)C(=O)c2cc(NC(C)=O)ccc2OC[C@@H](C)N(CCc2ccccc2)C[C@H]1C	-15	-0.1
CC(=O)N(C)C[C@@H]1Oc2cc(C3=CCCC3)ccc2S(=O)(=O)N([C@@H](C)CO)C[C@@H]1C	4	-4.9
CO[C@@H]1CN(C)C(=O)c2ccc(NC(=O)c3cnccn3)cc2OC[C@H](C)N(C(C)=O)C[C@H]1C	-2	0.0
C=CC[C@]12N=C(c3ccc(OCCCO)cc3)O[C@H]1c1ccccc1CN(C(=O)c1ccccc1)C2=O	4	x
CO[C@H]1CN(C)C(=O)c2cc(NC(=O)c3nc4ccccc4s3)ccc2OC[C@H](C)NC[C@@H]1C	-6	-0.4
C[C@@H]1CCCCO[C@@H](CN(C)C(=O)Nc2cccc3ccccc23)[C@H](C)CN([C@@H](C)CO)C(=O)c2cc(NC(=O)CCC(F)(F)F)ccc2O1	x	-0.7
C[C@@H]1CCCCO[C@@H](CN(C)Cc2ccc(C(F)(F)F)cc2)[C@H](C)CN([C@H](C)CO)C(=O)c2cc(NS(=O)(=O)c3cccs3)ccc2O1	x	0.7
O=C(OC(C(=O)NCc1ccccc1)c1cccs1)c1ccccc1 (stereo unspecified)	6	x
C[C@@H]1CCCCO[C@H](CN(C)S(C)(=O)=O)[C@H](C)CN([C@@H](C)CO)C(=O)c2cc(NC(=O)c3ccccc3)ccc2O1	14	0.4
C[C@@H]1CCCCO[C@H](CN(C)C(=O)NC2CCCCC2)[C@H](C)CN([C@H](C)CO)C(=O)c2cc(NC(=O)NC3CCCCC3)ccc2O1	x	0.9
CNC[C@@H]1Oc2ccc(NC(=O)Cc3cn(C)c4ccccc34)cc2CC(=O)N([C@@H](C)CO)C[C@H]1C	-8	-24
CO[C@@H]1CN(C)C(=O)c2cc(NC(=O)C3CCCC3)ccc2OC[C@@H](C)N(C)C[C@@H]1C	-9	-0.3
C[C@H](CO)N1C[C@H](C)[C@H](CN(C)C(=O)[C@H](Cc2ccccc2)N(C)C)OCc2ccccc2-c2c(n(C)c3ccccc23)C1=O	-7	0.1
C[C@@H]1CCCCO[C@H](CN(C)C(=O)Nc2ccccc2)[C@H](C)CN([C@@H](C)CO)C(=O)c2cc(NC(=O)NC3CCCCC3)ccc2O1	x	0.3
CO[C@@H]1CN(C)C(=O)c2ccc(NC(=O)c3ccc(F)cc3)cc2OC[C@@H](C)N(C(=O)c2ccc(F)cc2)C[C@H]1C	3	-1.1
C[C@H](CO)N1C[C@H](C)[C@H](CN(C)C(=O)NC2CCCCC2)Oc2ncc(C#Cc3ccc(F)cc3)cc2C1=O	x	-0.4
C[C@@H]1CN([C@H](C)CO)C(=O)c2cc(C#C[C@@H](C)O)cnc2O[C@H]1CN(C)C(=O)Nc1ccc(C(F)(F)F)cc1	-16	x
COc1ccc(CN(C)C[C@@H]2Oc3ccc(NC(=O)C4CC4)cc3CC(=O)N([C@@H](C)CO)C[C@@H]2C)cc1	6	1.5
C[C@H]1CN([C@@H](C)CO)C(=O)Cc2cc(NC(=O)CCC(F)(F)F)ccc2O[C@@H]1CN(C)C(=O)Nc1cccc2ccccc12	2	1.9
Cc1ccccc1NC(=O)CSc1nc(N)c(C#N)cc1C#N	2	0.1
COc1ccc(CN(C)C[C@H]2OCCCC[C@H](C)Oc3ccc(NS(=O)(=O)c4cn(C)cn4)cc3C(=O)N([C@H](C)CO)C[C@@H]2C)cc1	x	3.4
O=C(C[C@H]1C[C@@H]2c3cc(NC(=O)Nc4ccc(C(F)(F)F)cc4)ccc3O[C@@H]2[C@H](CO)O1)NCc1ccccn1	-14	-0.2
C[C@@H]1CN([C@H](C)CO)C(=O)Cc2cc(NS(=O)(=O)c3cn(C)cn3)ccc2O[C@H]1CN(C)C(=O)Nc1ccccc1	x	0.2
C[C@@H]1CN([C@@H](C)CO)C(=O)c2cc(NC(=O)c3ccncc3)ccc2O[C@H]1CN(C)C	2	1.1
CCC(=O)Nc1ccc2c(c1)OC[C@H](C)N(CC1CCOCC1)C[C@@H](C)[C@@H](OC)CN(C)C2=O	8	0.5
Cc1noc(C)c1S(=O)(=O)Nc1ccc2c(c1)CC(=O)N([C@@H](C)CO)C[C@@H](C)[C@@H](CN(C)Cc1ccc(C(=O)Nc3ccccc3N)cc1)O2	15	x
Cc1noc(C)c1NC(=O)Nc1ccc2c(c1)CC(=O)N([C@H](C)CO)C[C@H](C)[C@@H](CN(C)CC1CC1)O2	-4	1.3
CC(C)NC(=O)N[C@H]1CC[C@H](CCn2cc(-c3ccc(F)cc3)nn2)O[C@H]1CO	-2	0.4
O=C1C(=O)N(Cc2cccnc2)C(c2ccccn2)C1C(=O)c1cccs1 (stereo unspecified)	-11	0.7
C[C@@H]1CN([C@H](C)CO)S(=O)(=O)c2ccc(C#Cc3ccccc3)cc2O[C@H]1CN(C)C(=O)c1ccccn1	x	-0.6
CO[C@H]1CN(C)C(=O)c2ccc(NC(=O)c3ccccc3)cc2OC[C@@H](C)N(C)C[C@@H]1C	0	0.0
C[C@@H]1CN([C@H](C)CO)C(=O)c2cc(C#CC3(O)CCCC3)cnc2O[C@H]1CN(C)Cc1cccnc1	x	-0.7
CCC(=O)Nc1ccc2c(c1)OC[C@H](C)N(C(=O)c1cccnc1)C[C@@H](C)[C@H](OC)CN(C)C2=O	6	0.4
CO[C@@H]1CN(C)C(=O)c2ccc(NC(=O)c3ccno3)cc2OC[C@H](C)N(S(C)(=O)=O)C[C@@H]1C	-7	0.0
O=S(=O)(N[C@@H]1CC[C@H](CCn2cc(-c3ccccc3F)nn2)O[C@@H]1CO)c1ccc(Cl)cc1	14	-0.7
C[C@@H]1CN([C@@H](C)CO)S(=O)(=O)c2ccc(-c3cncnc3)cc2O[C@H]1CN(C)C(=O)Cc1ccccc1	3	-0.9
C[C@@H]1CCCCO[C@@H](CN(C)Cc2ccc(C(=O)Nc3ccccc3N)cc2)[C@@H](C)CN([C@H](C)CO)C(=O)c2cc(NC(=O)Cc3ccccc3)ccc2O1	-14	0.0
CCNC(=O)C[C@@H]1CC[C@H](NS(=O)(=O)c2ccc(C)cc2)[C@H](CO)O1	2	0.0
C[C@H]1CN([C@@H](C)CO)S(=O)(=O)c2ccc(Br)cc2O[C@H]1CN(C)Cc1cccnc1	-4	2.1
C[C@H]1CN([C@@H](C)CO)C(=O)c2cccc(NC(=O)c3ccncc3)c2O[C@@H]1CN(C)S(=O)(=O)c1ccc(F)cc1	4	1.0
O=C(Nc1ccc(OCc2nc3ccccc3s2)cc1)c1ccc(Cl)cc1	9	1.6
COc1ccccc1C#Cc1ccc2c(c1)O[C@@H](CN(C)Cc1ccccc1)[C@@H](C)CN([C@H](C)CO)S2(=O)=O	x	0.0
C[C@H]1CCCCO[C@@H](CN(C)C(=O)CCC(F)(F)F)[C@@H](C)CN([C@@H](C)CO)C(=O)c2cc(NS(=O)(=O)c3ccc(F)cc3)ccc2O1	x	1.8
CC(=O)Nc1cccc(O)c1	-11	-0.3
COC(=O)C(CC#Cc1ccc2c(c1)[C@]1(C(=O)N2)[C@H](c2ccccc2OCCO)N2[C@H](c3ccccc3)[C@H](c3ccccc3)OC(=O)[C@H]2[C@@H]1C(=O)N1CCN(c2ncccn2)CC1)C(=O)OC	-19	-0.1
C[C@@H]1CCCCO[C@H](CN(C)S(=O)(=O)c2ccc(Cl)cc2)[C@H](C)CN([C@H](C)CO)C(=O)c2cc(NS(C)(=O)=O)ccc2O1	x	2.4

This is a subset; rates above refer to the full screens.
